# Compound activity as filed in PubChem.
# CHOP inh – inhibitors of CHOP promoter induction, primary screen, cell-based, unfolded protein response, luciferase reporter. CHO-K1 CHOP-promoter luciferase, tunicamycin-induced, 15-18 h. inhibition, % at 10 µM. 220,000 tested, 3.8% active;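 active = compounds that reduced the stress-induced luciferase reporter signal by more than about 70% of percent inhibition, limit read from the data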;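 also: 0% = tunicamycin plus vehicle and 100% = wells without tunicamycin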
# Ba/F3 V617F tox – reduced viability of JAK2V617F-dependent Ba/F3 cells, primary screen, JAK2V617F inhibitor project, cell-based, Ba/F3 EpoR-JAK2V617F, luminescence; ATP luminescence; inhibition, % at 5.6 µM; 220,000 tested, 1.1% active; AID 1446, 2008;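 active = inhibition above the campaign mean plus 3 SD over all tested compounds, cut at about 24% in these data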;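 also: cytokine-independent growth of Ba/F3 cells driven by EpoR plus mutant JAK2; 0% = DMSO-treated cells and 100% = JAK inhibitor I control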
# TNF necrop inh – inhibitors of TNF-alpha triggered necroptosis, primary screen, cell-based, Jurkat FADD-/-, single concentration. Jurkat FADD-/- TNF necroptosis rescue, ATP luminescence, 24 h; 0 = TNF only, 100 = no-TNF cells. activation (protection from cell death), % at 10 µM. 220,000 tested, 0.068% active. AID 463075, 2010;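 active = activation, meaning protection from cell death, of at least 50% relative to plate controls; inactive = activation below 50%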;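 also: necroptosis triggered by 40 ng/mL TNF-alpha added together with compound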
# TRPN1 ag – zebrafish TRPN1 channel agonists, primary screen, cell-based, HEK293, calcium fluorescence. transient receptor potential cation channel N1 (TRPN1/NompC), Danio rerio. HEK293 zebrafish TRPN1-YFP, Fluo-8 calcium fluorescence; 100% = response to 87 µM carbachol. activation, % at 3 µM. 220,000 tested, 0.18% active. AID 1424, 2008;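 active = activation above its plate's cutoff, the mean activation of test wells on that plate plus 3 SD, cut at about 19% in these data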;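 also: 0% = DMSO alone and 100% = 87 µM carbachol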
#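 System: zebrafish TRPN1-YFP in HEK293 cells / Dosing: 3 µM single point / Timing: dye loading 1 h at 37 °C, then 30 min room temperature / Signal: Fluo-8 calcium fluorescence, excitation 470-495 nm, emission 515-575 nm / Read-out basis: percent activation from peak over basal fluorescence ratio, control-normalized / Control set: high carbachol 87 µM, low DMSO alone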
# BaF3 parental – parental Ba/F3 cell viability inhibition, counter-screen for JAK2V617F inhibitor project, murine pro-B, CellTiter-Glo luminescence | CellTiter-Glo ATP luminescence | inhibition, % at 5.6 µM | 220,000 tested, 1.1% active | AID 1486, 2009;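 active = inhibition above a per-campaign cutoff, the mean inhibition of all tested compounds plus 3 SD, cut at about 27% in these data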;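 also: 0% = DMSO wells and 100% = JAK Inhibitor I control wells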
# Wee1 stabilizer – Wee1 degradation inhibitors, primary screen, cell-based, HeLa, Wee1K328M-luciferase, luminescence. Wee1-like protein kinase (Homo sapiens), P30291. 220,000 tested, 1.2% active. reporter increase, % at 5 µM. HeLa Luc-Wee1K328M stability; 100% = proteasome inhibitor MG132 effect;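 active = activation above the mean of all tested compounds plus 3 SD, set per screening run, cut at about 8.8% in these data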;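 also: cells exposed to compound for 20 h before luminescence read; 0% = DMSO alone and 100% = MG132 at 30 µM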
# PPC-1+TRAIL kill – compounds killing PPC-1 cancer cells with TRAIL present, primary screen, TRAIL potentiator project, ATPLite luminescence, uHTS | PPC-1 cells + TRAIL, ATPLite viability luminescence | cell killing (% activity), % at 4 µM | 220,000 tested, 0.41% active | AID 1443, 2008;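 active = cell killing above 50% in the first pass at 4 µM, then a duplicate retest at 5 µM averaging 50% or more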;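 also: plate controls were cells with TRAIL plus DMSO for no effect and medium-only wells lacking cells for full effect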
# TRPML3 ag – human TRPML3 channel agonists, primary screen, cell-based, HEK293 TRPML3-YFP, Fluo-8 calcium fluorescence, 3 µM. Mucolipin-3 (Homo sapiens), Q8TDD5. 100% = the carbachol control signal. activation, % at 3 µM. 220,000 tested, 0.29% active;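 active = activation above its plate's cutoff, the mean activation of the plate's test wells plus 3 SD, cut at about 12% in these data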;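 also: 0% = DMSO only wells and 100% = carbachol wells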
# Target sequence (Q8TDD5 whole entry, looked up): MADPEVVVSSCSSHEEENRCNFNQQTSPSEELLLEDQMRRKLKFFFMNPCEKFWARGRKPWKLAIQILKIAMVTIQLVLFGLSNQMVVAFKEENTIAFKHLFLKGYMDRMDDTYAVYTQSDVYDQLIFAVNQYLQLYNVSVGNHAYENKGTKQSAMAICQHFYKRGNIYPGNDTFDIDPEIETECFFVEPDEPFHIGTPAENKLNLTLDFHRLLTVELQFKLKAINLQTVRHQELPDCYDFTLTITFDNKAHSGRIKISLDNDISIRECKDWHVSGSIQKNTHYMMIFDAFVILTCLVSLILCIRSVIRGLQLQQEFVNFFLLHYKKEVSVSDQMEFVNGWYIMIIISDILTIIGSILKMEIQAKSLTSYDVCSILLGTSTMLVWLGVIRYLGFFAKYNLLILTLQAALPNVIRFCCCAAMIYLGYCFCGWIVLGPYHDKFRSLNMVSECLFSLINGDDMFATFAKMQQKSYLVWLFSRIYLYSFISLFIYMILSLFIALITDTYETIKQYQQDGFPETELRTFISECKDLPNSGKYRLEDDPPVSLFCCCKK
#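 Test system: HEK293 cells stably carrying human TRPML3-YFP; Doses: single dose, 3 µM final nominal compound, 0.3% DMSO final; Schedule: dye loading 1 h 37 °C then 30 min ambient, 125 s read; Technique: Fluo-8 calcium fluorescence; Benchmarks: high control carbachol 87 µM, low control DMSO.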
# RBBP9 inhibitor – human RBBP9 inhibitors, primary screen, biochemical, fluorescence polarization, FP-Rh probe, HTS | Serine hydrolase RBBP9 (Homo sapiens), O75884 | recombinant RBBP9 | inhibition, % at 7.94 µM | 220,000 tested, 0.2% active | AID 1515, 2009;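 active = inhibition above the campaign mean of all tested compounds plus 3 SD, cut at about 14% in these data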;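 also: plate controls were DMSO wells with RBBP9 for no effect and wells lacking RBBP9 protein for full effect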
# Target sequence (O75884 whole entry, looked up): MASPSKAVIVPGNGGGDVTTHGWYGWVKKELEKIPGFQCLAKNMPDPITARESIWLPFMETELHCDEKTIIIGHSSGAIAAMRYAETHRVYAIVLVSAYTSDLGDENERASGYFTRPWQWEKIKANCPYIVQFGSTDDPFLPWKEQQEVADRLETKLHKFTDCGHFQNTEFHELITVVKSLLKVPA
#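 system = RBBP9 protein | input = RBBP9 at 2.5 µM in dispensed solution, before mixing | measured by = fluorescence polarization (mP), excitation 525 nm, emission 598 nm | incubation = enzyme-compound preincubation 30 min, then probe labeling 45 min, 25 °C | buffer or medium = Tris-NaCl-Pluronic buffer, pH 8.0 | compound = single dose 7.94 µM | also added = FP-Rh probe, 375 nM dispensing solution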
# An asterisk follows results filed as active; [ ] = dose if it differs, or a comment. The order is random; any-hit rate near 6.8%.
SMILES,CHOP inh,Ba/F3 V617F tox,TNF necrop inh,TRPN1 ag,BaF3 parental,Wee1 stabilizer,PPC-1+TRAIL kill,TRPML3 ag,RBBP9 inhibitor
COC(=O)c1ccc(CN2CCN(Cc3ccc(C(=O)OC)o3)CC2)o1,0,-3,1.0,2.1,2,3,11,-0.1,-5
COc1cccc2c(=O)n(CC(=O)N3CCCCCC3)ccc12,-10,-5,-2.3,0.5,0,0,13,0.8,-7
COCC1CCN(C(=O)c2cc(COc3ccc4ncccc4c3)on2)CC1,36,5,-4.9,13,6,-1,5,4.7,-11
Cc1ccc(N(C(C)C(=O)Nc2cccc(N(C)S(C)(=O)=O)c2)S(C)(=O)=O)cc1 (configuration not stated),17,0,-1.8,1.0,3,-1,6,0.9,1
O=C(CN1CCN(Cc2cccc(Cl)c2)C1=O)NCc1ccccn1,9,3,-0.4,0.4,2,0,17,0.4,-4
CN(C)c1ccc(N=Nc2cccc3ccoc23)cc1,7,0,2.5,-2.5,1,9.0*,18,-1.5,8
CCOCCCNC(=O)c1ccc2c(=O)n(Cc3ccc(OC)cc3)c(=O)[nH]c2c1,17,1,0.6,1.5,2,0,18,0.9,-9
CCN(NC(=O)C(O)(c1ccccc1)c1ccccc1)C(=O)c1ccccc1,-11,1,0.7,0.2,5,-1,27,0.9,-8
CC(=O)/C(C=Nc1noc(C)c1Br)=C(\C)O,-6,0,2.3,2.5,-4,1,-8,0.2,2
O=C(CCC1CCCC1)c1c(O)c2ccccc2oc1=O,22,-3,0.1,0.8,6,3,17,1.2,-4
Cc1c(-c2ccccc2)cn2c1-c1ccc(C)n1CC2,-25,-3,-3.5,-0.4,0,1,5,-0.3,4
CC1CCCCN1C(=O)Cn1c(=O)n(CCC(=O)NCc2ccco2)c(=O)c2sccc21 (configuration not stated),-70,1,-2.8,0.8,1,-1,7,0.3,-10
CN(CCC1CCOCC1)C(=O)CC1C(=O)NCCN1Cc1ccoc1 (configuration not stated),0,-1,0.2,0.4,4,-2,11,0.1,-3
COc1cc(OC)c(NC(=O)C(=O)CC(=O)c2ccc(C)cc2C)cc1Cl,49,4,-5.3,2.5,5,-2,9,-0.4,-11
COc1ccc(-n2nc(C(=O)Nc3nc4ccc(OC)cc4s3)c3ccccc3c2=O)c(OC)c1,88*,-3,1.9,0.7,6,4,13,0.5,3

# Part of the list above, reduced to Ba/F3 V617F tox and RBBP9 inhibitor.
Molecule	Ba/F3 V617F tox	RBBP9 inhibitor
CCOCCCNC(=O)c1ccc2c(=O)n(Cc3ccc(OC)cc3)c(=O)[nH]c2c1	1	-9
CCN(NC(=O)C(O)(c1ccccc1)c1ccccc1)C(=O)c1ccccc1	1	-8

# Next section:
SMILES,CHOP inh,Ba/F3 V617F tox,TNF necrop inh,TRPN1 ag,BaF3 parental,Wee1 stabilizer,PPC-1+TRAIL kill,TRPML3 ag,RBBP9 inhibitor
CC(=O)Nc1ccc(NC2(C)C(=O)c3ccccc3C2=O)cc1,-20,-4,1.4,0.8,-2,0,-3,-0.2,-6
O=C(CSc1ccccc1)Nc1nnc(/C=C/c2ccccc2)s1,89*,0,1.8,-0.3,4,-3,2,0.4,-6
O=C(CCC1CCCC1)N1CCN(C(=O)COc2ccccc2)CC1,75*,-1,-0.3,0.1,4,-2,4,-0.1,-2
CN(C)C(/C=C/Nc1ccccc1F)=C(C#N)C#N,36,-2,-1.9,1.2,4,-1,10,0.3,-4
COc1ccc(NCc2n[nH]c(=O)c3ccccc23)cc1,26,4,-2.4,0.1,8,-2,7,0.8,-9
CCc1cccc(NC(=O)CCCSc2nc3ccccc3[nH]2)c1,-39,-6,3.2,2.6,-1,-2,20,-0.9,1
CCOc1ccc(NC(=O)CCN2CCN(S(=O)(=O)c3cc(Cl)ccc3OC)CC2)cc1,9,3,-0.1,4.4,6,1,6,2.4,-2
CN(C)c1ccc(/C=N/NC(=O)c2ccc(Cl)cc2)cc1,2,-1,-4.5,0.8,6,-1,-3,0.3,-9
Cc1onc(-c2c(F)cccc2Cl)c1C(=O)NC1CCSC1=O (configuration not stated),8,-1,0.7,-0.8,2,-2,21,0.9,-6
COc1cc(OC)cc(C(=O)N[C@H](C(=O)NCc2cccs2)C(C)C)c1,22,-2,1.5,-2.4,1,0,-6,-0.2,-3
COc1ccc(OC)c(S(=O)(=O)N(C)CC(=O)Nc2ccccc2OC)c1,28,-2,-0.2,-0.1,6,4,9,0.1,0
COc1ccc(NC(=O)Cn2c(=O)n(CC(=O)NCc3ccco3)c(=O)c3ccccc32)cc1,44,1,-3.2,1.3,-1,1,-13,1.4,-4
CCCc1nc2scc(-c3ccccc3)c2c(=O)n1N,3,0,-2.5,-0.6,6,2,-5,0.1,10
CCN1C(=O)OC2(CCCCC2)C1(C)O (configuration not stated),44,-3,-1.2,2.0,2,-3,14,0.1,2
CCOc1ccc2cc(S(=O)(=O)N3CCN(C)CC3)ccc2c1,50,1,0.7,-1.5,5,-1,-6,0.4,6
CCOC(=O)c1ccc(NC(=O)CN2C(=O)CSC(C)C2=O)cc1 (configuration not stated),3,-2,1.3,1.4,5,-3,15,0.1,-10
COc1ccc(Cl)cc1NC(=S)NCc1ccc(S(N)(=O)=O)cc1,10,1,1.4,0.3,4,3,16,0.8,-11
CCOC(=O)c1oc2ccccc2c1NC(=O)C(C)(C)C,5,1,-1.4,-0.9,8,-1,-14,0.2,-11
CCCC(=O)Nc1nnc(CC(=O)OCC)s1,-3,2,-0.4,1.8,6,0,2[5 µM],0.9,-10
O=C(CN1C(=O)CSC1=O)NCc1ccccc1,20,-4,12,0.8,-1,-1,14,0.1,1
CC(Sc1nncs1)C(=O)Nc1ccc(Cl)cn1 (configuration not stated),-12,-1,12,-0.5,5,-2,12,0.5,-6
CC1=CC(C)(C)N(C(=O)CNC2CCCCC2)c2cc(C)ccc21,37,-3,1.7,-2.3,2,-2,4,-0.7,-9
C=C(C)C1CC=C(C)/C(=N/NC(=O)CCCNc2cccc(C)c2)C1 (configuration not stated),57,0,-0.3,-2.3,5,-1,22,0.5,-4
CN(C)S(=O)(=O)Oc1cccc(C(=O)Nc2ccc([N+](=O)[O-])cc2)c1,44,0,1.1,4.9,2,4,25,1.3,-7
S=C(Nc1ccc2c(c1)OCO2)N1CCCC1,-8,-4,1.9,2.0,-1,4,11,1.3,-1
CC/C(O)=C1\C(=O)CCCC1=NCCc1nc2ccccc2[nH]1,-27,0,0.9,-0.8,0,8,-3,-0.1,1
C[C@@H]1C=C(C(=O)N2CCOCC2)O[C@H](OCc2ccc(CO)cc2)C1,14,-6,1.2,-0.4,0,1,9,1.1,6
CC(C(=O)NCCC1=CCCCC1)N1C(=O)c2ccccc2C1=O (configuration not stated),5,-7,0.2,0.2,-2,1,31,0.6,-2
CN1CCc2c1nc1ccccc1c2N=C1CCCN1Cc1ccccc1,10,1,1.9,-0.7,5,-2,-8,-0.6,-7
CCOc1ccc(NC(=O)c2cc(Cl)nc3ccccc23)cc1,23,-1,-6.8,-1.8,2,-1,-17,-0.5,9
CC(C)CCN1CCN(Cc2nc3c(s2)CCCC3)CC1CCO (configuration not stated),8,-1,1.7,0.4,3,3,13,1.7,-4
CC1CN(S(=O)(=O)c2ccc(C(=O)Nc3sccc3C(N)=O)cc2)CC(C)O1 (configuration not stated),12,2,-1.9,0.9,6,-3,10,0.9,-4
CC(c1ccco1)N(C(=O)c1ccc(F)cc1)c1ccccn1 (configuration not stated),-18,-5,0.6,-0.6,7,1,17,0.4,-10
CCNCc1ccccc1OCc1ccccc1,8,1,1.4,-0.3,3,0,28,0.5,-5
CNC(=S)N(Cc1ccc2c(c1)OCO2)C1CC(=O)N(c2ccccc2)C1=O (configuration not stated),12,11,0.8,1.6,6,0,17,0.4,-3
CCN(CC)CCN1C(=O)C(O)=C(C(=O)c2cc3cccc(OC)c3o2)C1c1cccs1 (configuration not stated),7,-2,-1.0,-1.1,-3,4,7,0.5,-2
COc1ccc(N(Cc2ccccc2)S(=O)(=O)c2cccc(C(=O)NC3=NCCS3)c2)cc1,16,2,-0.8,-0.1,-1,-1,-12,-0.3,-19
Cc1ccc(S(=O)(=O)N(Cc2ccccc2)c2ccccc2C(=O)NCc2ccco2)cc1,5,0,-5.4,-1.4,5,0,7,-0.3,-3
Cc1[nH]c2ccc(F)cc2c(=O)c1SC(F)(F)C(F)C(F)(F)F (configuration not stated),24,0,-0.3,8.3,3,2,16,2.6,-3
C#CCOCCOCCOCCNc1nc(N2CCOCC2)nc(N2CCN(C(=O)[C@H]([C@@H](C)CC)n3cc([C@@H](N)CC(C)C)nn3)CC2)n1,1,-4,2.5,0.5,-5,7,-16,0.6,0
CC1(C)CC(=O)c2sc(NC(=O)c3ccccc3)nc2C1,2,-2,1.8,-0.6,7,7,52*[5 µM],0.7,3
Cc1ccc(-n2c3c(cc(C(=O)N4CCN(C)CC4)c2=O)C(=O)CC(C)(C)C3)cc1,8,-1,1.2,-0.2,-1,2,7,1.8,-9
CC(C(=O)OCC(=O)c1c(N)n(C)c(=O)n(C)c1=O)N1C(=O)c2ccccc2C1=O (configuration not stated),4,4,0.2,2.5,1,-3,18,0.2,-4
CN(C)S(=O)(=O)Oc1ccsc1C(=O)Nc1ccc(Cl)cc1,-10,0,-2.2,1.0,4,-1,3,0.5,-8
Clc1cc2nc3ccccn3c2cc1Cl,25,3,-0.9,-0.7,3,-1,10,-0.4,-6
O=C(CSc1cn(Cc2cccc(F)c2)c2ccccc12)NCc1ccc(F)cc1,51,0,0.9,-0.9,10,1,4,-0.4,-7
Cc1cccc(C(=O)NCCN(C)C)c1,-42,-5,1.1,-0.9,3,0,-7,-0.1,-2
CCCc1cc2c(=O)c(-c3ccc4c(c3)OCCO4)c(C)oc2cc1OS(C)(=O)=O,0,-2,-5.1,-0.1,6,-1,20,-1.5,-3
COc1ccc(C(C)=O)c2c(O)cccc12,28,-2,-3.5,-0.3,1,-2,-16,0.7,-7
